From PubChem BioAssay
TRPN1 ag = zebrafish TRPN1 channel agonists, primary screen, cell-based, HEK293, calcium fluorescence. HEK293 zebrafish TRPN1-YFP, Fluo-8 calcium fluorescence; 100% = response to 87 µM carbachol. transient receptor potential cation channel N1 (TRPN1/NompC), Danio rerio. activation, % at 3 µM. hit rate 0.18% among 220,000. AID 1424, 2008;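 active = activation above its plate's cutoff, the mean activation of test wells on that plate plus 3 SD, cut at about 19% in these data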;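 note: 0% = DMSO alone and 100% = 87 µM carbachol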
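System: zebrafish TRPN1-YFP in HEK293 cells / Dosing: 3 µM single point / Timing: dye loading 1 h at 37 °C, then 30 min room temperature / Signal: Fluo-8 calcium fluorescence, excitation 470-495 nm, emission 515-575 nm / Read-out basis: percent activation from peak over basal fluorescence ratio, control-normalized / Control set: high carbachol 87 µM, low DMSO alone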
PPC-1+TRAIL kill = compounds killing PPC-1 cancer cells with TRAIL present, primary screen, TRAIL potentiator project, ATPLite luminescence, uHTS; PPC-1 cells + TRAIL, ATPLite viability luminescence; cell killing (% activity), % at 4 µM; hit rate 0.41% among 220,000; AID 1443, 2008;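 active = cell killing above 50% in the first pass at 4 µM, then a duplicate retest at 5 µM averaging 50% or more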;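 note: plate controls were cells with TRAIL plus DMSO for no effect and medium-only wells lacking cells for full effect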
EBV gp42 block = Epstein-Barr virus gp42 inhibitors, primary screen, biochemical, uHTS, fluorescence polarization | Glycoprotein 42 (Epstein-Barr virus (strain AG876)), Q1HVG2 | hit rate 0.42% among 220,000 | inhibition, % (tested at 21.74 µM) | Fluorescence polarization binding assay, mP read-out; in the data active = inhibition above about 50%
Target sequence (Q1HVG2 whole entry, looked up): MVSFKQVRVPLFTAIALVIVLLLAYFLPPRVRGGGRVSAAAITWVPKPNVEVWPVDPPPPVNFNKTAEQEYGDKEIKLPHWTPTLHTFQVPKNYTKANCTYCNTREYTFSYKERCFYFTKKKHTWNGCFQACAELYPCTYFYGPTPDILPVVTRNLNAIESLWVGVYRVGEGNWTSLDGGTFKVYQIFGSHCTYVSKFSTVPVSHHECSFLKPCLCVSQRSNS
TRPML3 agonist = human TRPML3 channel agonists, primary screen, cell-based, HEK293 TRPML3-YFP, Fluo-8 calcium fluorescence, 3 µM | 100% = the carbachol control signal | activation, % at 3 µM | hit rate 0.29% among 220,000 | AID 1448, 2008;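 active = activation above its plate's cutoff, the mean activation of the plate's test wells plus 3 SD, cut at about 12% in these data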;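 note: 0% = DMSO only wells and 100% = carbachol wells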
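Material: HEK293 cells stably carrying human TRPML3-YFP; compound dosing: single dose, 3 µM final nominal compound, 0.3% DMSO final; incubation: 1-h 37 °C dye load, 5-s basal, 120-s post-compound reads; technique: Fluo-8 intracellular calcium fluorescence, excitation 470-495 nm, emission 515-575 nm; read-out basis: percent activation from peak-to-basal fluorescence ratio, scaled between DMSO and carbachol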
MDM2 E3 inh = MDM2-luciferase reporter signal enhancers, primary screen, MDM2 E3 ligase inhibitor project, cell-based, luminescence, 1536-well | E3 ubiquitin-protein ligase Mdm2 (Homo sapiens), Q00987 | cell-based MDM2 ubiquitination luciferase reporter, 2 h; 0 = plate control, 100 = twice control, blank-subtracted | signal enhancement, % at 5 µM | hit rate 0.11% among 210,000 | AID 1230, 2008;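 active = signal enhancement of 30% or more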;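 note: luminescence tracks abundance of the self-degrading MDM2-luciferase fusion protein; higher signal means inhibition of MDM2 E3 ligase activity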
Target sequence (Q00987 whole entry, looked up, the tested form may be a part): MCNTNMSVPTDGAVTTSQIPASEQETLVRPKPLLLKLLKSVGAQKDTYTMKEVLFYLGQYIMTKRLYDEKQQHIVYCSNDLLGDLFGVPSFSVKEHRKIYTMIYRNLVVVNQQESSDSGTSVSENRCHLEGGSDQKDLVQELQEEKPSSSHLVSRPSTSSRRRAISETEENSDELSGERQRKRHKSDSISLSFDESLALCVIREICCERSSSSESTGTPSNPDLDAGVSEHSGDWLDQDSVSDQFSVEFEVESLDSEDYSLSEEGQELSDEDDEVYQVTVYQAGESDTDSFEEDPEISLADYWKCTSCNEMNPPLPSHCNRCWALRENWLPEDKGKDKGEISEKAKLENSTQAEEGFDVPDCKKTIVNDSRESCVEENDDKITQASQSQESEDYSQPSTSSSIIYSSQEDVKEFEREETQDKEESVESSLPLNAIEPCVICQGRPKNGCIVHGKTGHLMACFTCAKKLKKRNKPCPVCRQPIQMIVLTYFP
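Material: Stable MDM2–luciferase fusion reporter cells | Amount: 2000 cells seeded into each well | Dosing: One concentration, 5 µM, with 0.2% DMSO | Incubation: 4 h cell settling then 2 h compound exposure, 37 °C | Measured by: Luciferase luminescence | Read-out basis: % enhancement relative to plate controls after blank subtraction | Benchmarks: Control and blank well means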
NCF1 inh = p47phox/p22phox peptide binding inhibitors, primary screen, biochemical, uHTS, NADPH oxidase regulatory subunit; inhibition, % at 24.7 µM; fluorescence polarization, 2 h; Neutrophil cytosol factor 1 (Homo sapiens), P14598; hit rate 0.53% among 220,000;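 active = inhibition above about 30%, limit read from the data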;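 note: 0% = p47phox with labelled peptide and 100% = labelled peptide alone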
CHOP inh = inhibitors of CHOP promoter induction, primary screen, cell-based, unfolded protein response, luciferase reporter; CHO-K1 CHOP-promoter luciferase, tunicamycin-induced, 15-18 h; inhibition, % at 10 µM; hit rate 3.8% among 220,000; AID 2732, 2010;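 active = compounds that reduced the stress-induced luciferase reporter signal by more than about 70% of percent inhibition, limit read from the data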;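 note: 0% = tunicamycin plus vehicle and 100% = wells without tunicamycin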
TNF death inh = inhibitors of TNF-alpha triggered necroptosis, primary screen, cell-based, Jurkat FADD-/-, single concentration; Jurkat FADD-/- TNF necroptosis rescue, ATP luminescence, 24 h; 0 = TNF only, 100 = no-TNF cells; activation (protection from cell death), % at 10 µM; hit rate 0.068% among 220,000; AID 463075, 2010;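 active = activation, meaning protection from cell death, of at least 50% relative to plate controls; inactive = activation below 50%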;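 note: necroptosis triggered by 40 ng/mL TNF-alpha added together with compound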
Runt-SMMHC FRET = inhibitors of RUNX1 Runt–CBFb-SMMHC binding, primary screen, biochemical, FRET, Cerulean-Runt, Venus-CBFb-SMMHC, uHTS; Cerulean-Runt/Venus-CBFb-SMMHC FRET ratio 530/480, 1 h; hit rate 0.74% among 220,000; inhibition, % at 20 µM; Runt-related transcription factor 1 (Homo sapiens) + Core-binding factor subunit beta …; AID 1434, 2008;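 active = mean inhibition across duplicate retests at 20 µM reaching about 50%, limit read from the data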;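 note: 0% = DMSO wells and 100% = wells with excess untagged CBFb-SMMHC; inhibitors lower the FRET ratio by blocking Runt binding to CBFb-SMMHC; some results filed as inactive read as strong as hits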
* = called active by the depositor; . = no result given.

entry	canonical_smiles	TRPN1 ag	PPC-1+TRAIL kill	EBV gp42 block	TRPML3 agonist	MDM2 E3 inh
1	COc1ccc(C(C)NC(=O)c2cccc([N+](=O)[O-])c2)cc1OC (centres undefined)	-2.0	27	-23	0.0	4
2	CCOC(=O)Nc1ccc2c(c1)N(C(=O)OC)c1ccccc1CC2	0.7	19	-9	0.7	3
3	Cn1c2ccccc2c2ncn(Cc3ccc(F)cc3)c(=O)c21	-1.1	17	-1	0.6	-5
4	O=c1oc2ccccc2n1CSc1nc2ccccc2s1	-2.1	19	-10	-1.9	-21
5	CC(c1ccccc1)N1CCn2c(nc3cc(NC(=O)c4cccs4)ccc32)C1 (centres undefined)	0.4	27	-13	-0.1	-6
6	Cn1c(N)c(C(=O)CSc2ncn[nH]2)c(=O)n(C)c1=O	0.9	9	-8	0.9	0
7	C/C(=N\NC(=O)c1cc(-c2ccncc2)nc2ccccc12)c1ccc(N2CCOCC2)cc1	0.1	13	-9	1.1	-7
8	CCOc1ccc(-n2c(C)cc(/C=N/NC(=O)C(N)=O)c2C)cc1	-2.0	12	5	0.0	-10
9	Cc1cccc(-c2nc(C#N)c(NCC3CCCO3)o2)c1 (centres undefined)	0.0	-1	-11	0.0	-8
10	O=C(CCN1C(=O)C2C3C=CC(C3)C2C1=O)Nc1ccc2c(c1)OCO2 (centres undefined)	1.1	-4	-22	0.7	-5

entry	NCF1 inh	CHOP inh	TNF death inh	Runt-SMMHC FRET
1	-20	-3	-0.2	4
2	-6	.	-6.4	7
3	8	3	2.4	-2
4	-8	24	2.0	-2
5	-12	-2	2.8	-11
6	-20	8	-0.9	2
7	17	65	2.2	-5
8	-12	-3	-1.1	-4
9	-4	-29	0.7	1
10	8	-33	-0.2	-1

Next results.
entry	canonical_smiles	TRPN1 ag	PPC-1+TRAIL kill	EBV gp42 block	TRPML3 agonist	MDM2 E3 inh
11	O=C(NC(Nc1ncc(S(=O)(=O)c2ccc([N+](=O)[O-])cc2)s1)(C(F)(F)F)C(F)(F)F)c1ccc(Cl)cc1	15	41	0	1.1	-11
12	Fc1ccc(NC(=S)Nc2ccc(Cl)cc2)cc1	0.3	11	0	-0.2	13
13	Cc1c(CC(Cl)(Cl)Cl)c2c(n1O)CC(C)(C)CC2=O	0.9	7	1	1.6	-1
14	COc1ccc(C(=O)N2CC(=O)Nc3ccccc32)cc1S(=O)(=O)N1CCCC1	0.8	11	-9	0.8	-10
15	Cc1cc(NC(=O)CSc2ccc(-c3ccc4c(c3)OCO4)nn2)no1	-1.2	-3	-1	0.1	-18
16	FC(F)(F)c1cnc2c(-c3ccc(Cl)cc3Cl)noc2c1	-0.1	8	-4	0.3	-1
17	O=C(c1ccc([N+](=O)[O-])cc1)N1CCN(Cc2ccccc2)CC1	2.0	8	-4	1.2	-2
18	COc1ccc(S(=O)(=O)Nc2ccccc2C)cc1	-1.5	9	-4	-0.5	-20
19	O=C(N/N=C/c1ccccc1Cl)c1n[nH]c2c1CCCC2	0.0	42	-18	0.4	-75
20	N#CCC(=O)Nc1ncn(Cc2ccccc2Cl)n1	2.6	6	-1	0.2	3

entry	NCF1 inh	CHOP inh	TNF death inh	Runt-SMMHC FRET
11	-5	88*	-7.0	2
12	-14	12	0.6	-3
13	-6	15	1.1	5
14	-1	6	0.7	15
15	.	0	1.0	-8
16	14	24	0.1	0
17	-11	21	2.1	3
18	-7	24	-5.2	-1
19	-5	107*	0.8	-2
20	-4	4	0.0	-14

Reformatted with one line to a screen: part of the list above.
9	Cc1cccc(-c2nc(C#N)c(NCC3CCCO3)o2)c1 (centres undefined)
10	O=C(CCN1C(=O)C2C3C=CC(C3)C2C1=O)Nc1ccc2c(c1)OCO2 (centres undefined)
11	O=C(NC(Nc1ncc(S(=O)(=O)c2ccc([N+](=O)[O-])cc2)s1)(C(F)(F)F)C(F)(F)F)c1ccc(Cl)cc1
12	Fc1ccc(NC(=S)Nc2ccc(Cl)cc2)cc1
13	Cc1c(CC(Cl)(Cl)Cl)c2c(n1O)CC(C)(C)CC2=O
14	COc1ccc(C(=O)N2CC(=O)Nc3ccccc32)cc1S(=O)(=O)N1CCCC1
15	Cc1cc(NC(=O)CSc2ccc(-c3ccc4c(c3)OCO4)nn2)no1
16	FC(F)(F)c1cnc2c(-c3ccc(Cl)cc3Cl)noc2c1

Assay by compound,9,10,11,12,13,14,15,16
TRPN1 ag,0.0,1.1,15,0.3,0.9,0.8,-1.2,-0.1
PPC-1+TRAIL kill,-1,-4,41,11,7,11,-3,8
EBV gp42 block,-11,-22,0,0,1,-9,-1,-4
TRPML3 agonist,0.0,0.7,1.1,-0.2,1.6,0.8,0.1,0.3
MDM2 E3 inh,-8,-5,-11,13,-1,-10,-18,-1
NCF1 inh,-4,8,-5,-14,-6,-1,.,14
CHOP inh,-29,-33,88*,12,15,6,0,24
TNF death inh,0.7,-0.2,-7.0,0.6,1.1,0.7,1.0,0.1
Runt-SMMHC FRET,1,-1,2,-3,5,15,-8,0

17	O=C(c1ccc([N+](=O)[O-])cc1)N1CCN(Cc2ccccc2)CC1
18	COc1ccc(S(=O)(=O)Nc2ccccc2C)cc1
19	O=C(N/N=C/c1ccccc1Cl)c1n[nH]c2c1CCCC2
20	N#CCC(=O)Nc1ncn(Cc2ccccc2Cl)n1

Assay by compound,17,18,19,20
TRPN1 ag,2.0,-1.5,0.0,2.6
PPC-1+TRAIL kill,8,9,42,6
EBV gp42 block,-4,-4,-18,-1
TRPML3 agonist,1.2,-0.5,0.4,0.2
MDM2 E3 inh,-2,-20,-75,3
NCF1 inh,-11,-7,-5,-4
CHOP inh,21,24,107*,4
TNF death inh,2.1,-5.2,0.8,0.0
Runt-SMMHC FRET,3,-1,-2,-14

(more compounds)
entry	canonical_smiles	TRPN1 ag	PPC-1+TRAIL kill	EBV gp42 block	TRPML3 agonist	MDM2 E3 inh
21	CC(=O)C1C(c2cccc(Oc3ccccc3)c2)NC(=O)NC1(O)C(F)(F)F (centres undefined)	-0.6	14	-8	0.0	2
22	COc1cc(C(=O)NC2CC3CCCC(C2)N3CC(=O)Nc2ccccc2)cc(OC)c1OC (centres undefined)	0.2	37	-16	-0.3	-12
23	NC(=O)CSc1nnc(-c2ccncc2)o1	0.1	10	-2	1.2	-16
24	CCCS(=O)(=O)c1ccc(COC(=O)c2cccc(NC(=O)C(C)C)c2)cc1	3.8	-3	-34	2.0	.
25	CCOC(=O)c1cc2c(=O)[nH]c(C(Cl)(Cl)Cl)nc2o1	1.6	20	-14	1.7	-6
26	COc1ccc(CCNc2oc(-c3ccc(C)cc3)nc2C#N)cc1OC	-0.7	5	-3	-0.2	-7
27	CC(C)CCNc1nc2ccccc2nc1NS(=O)(=O)c1cccs1	1.4	12	-3	1.0	-12
28	CN(C)CCOC(=O)c1sc2ccccc2c1Cl	-0.1	15	11	1.7	-4
29	O=C1NCCN(Cc2ccc(Cl)c(F)c2)C1CC(=O)N1CCc2ccccc2C1 (centres undefined)	0.9	3	6	0.4	-1
30	O=C(O)c1ccccc1-c1ccccc1C(=O)NCc1cccc(C(F)(F)F)c1	-2.1	3	4	0.6	5

entry	NCF1 inh	CHOP inh	TNF death inh	Runt-SMMHC FRET
21	3	26	-1.3	1
22	-16	-2	-0.5	0
23	0	18	0.2	-1
24	-9	-9	2.9	-5
25	0	-20	-0.8	-5
26	-14	42	2.5	-7
27	-14	17	-1.1	-1
28	0	-6	-0.2	1
29	-25	16	0.5	-3
30	7	12	0.8	1

(further entries)
entry	canonical_smiles	TRPN1 ag	PPC-1+TRAIL kill	EBV gp42 block	TRPML3 agonist	MDM2 E3 inh
31	Cc1ccc(C)c(S(=O)(=O)N2CCN(c3ncccn3)CC2)c1	-0.7	24	3	0.8	13
32	COc1cc(/C=C/C(=O)OCC(=O)Nc2c(C)n(C)n(-c3ccccc3)c2=O)ccc1OCC#N	0.5	-11	-1	0.2	-19
33	COc1cc(NC(=O)COC(=O)CNS(=O)(=O)c2ccc(F)c(F)c2F)cc(OC)c1	-1.2	-4	-11	0.6	-5
34	C/C(Cc1ccccc1)=N\NC(=O)CNC(=O)COc1ccccc1	0.2	-6	-12	0.4	-5
35	O=C1c2ccccc2C(=O)N1Cc1ccc2c(c1)OCO2	-1.1	6	-6	-0.4	3
36	O=C(O)CN1C(=O)CC(Cc2ccccc2)C1=O (centres undefined)	-0.2	1	-4	-0.8	3
37	CC1(C)NC(=O)N(CC(O)COc2ccc(-c3ccccc3)cc2)C1=O (centres undefined)	0.5	8	-24	0.9	-8
38	O=C1CCCN1c1nccs1	0.4	2	-16	1.2	-3
39	CCOc1ccc2nc(NC(=O)c3ccoc3C)sc2c1	-0.8	30	8	3.2	-77
40	COc1cccc(N2CC(=O)N(c3cccc(OC)c3)CC2=O)c1	0.1	7	9	1.0	-12
41	O=C(CN1CCCC1)OCCCC1CCCCC1	-0.8	-1	-6	0.2	-4
42	COCCOC(=O)C1=C(C)NC(=O)NC1c1ccc(-c2ccc(F)cc2)o1 (centres undefined)	2.0	2	-12	0.0	4
43	COc1cc2c(c(OC)c1OC)-c1c(cc(OC)c(OC)c1OC)C[C@](C)(O)[C@@H](C)C2	.	-7	-17	.	18

entry	NCF1 inh	CHOP inh	TNF death inh	Runt-SMMHC FRET
31	3	12	-1.6	1
32	1	8	0.0	0
33	1	20	1.7	4
34	-10	3	1.4	-1
35	1	14	-1.8	4
36	2	27	-1.6	1
37	-8	-10	-0.9	2
38	-9	12	-0.5	-1
39	-2	.	-21	-7
40	-9	19	0.4	3
41	-3	-27	1.5	1
42	-5	19	0.5	8
43	-3	-6	0.9	4
